Screens from PubChem.
12-LOX inh = blocks human arachidonate 12S-lipoxygenase; Potency, µM (highest dose often 108 µM), for the others: at the highest dose activity change, negative = inhibition, hits mostly inhibitors; purified 12hLO, xylenol orange hydroperoxide absorbance; 580,000 compounds, 1.1% hits; active = well fitted inhibition curve with a large enough effect; inconclusive = small, poorly fitted or top-dose-only effect, or another doubt; inactive = no such curve, though single readings can be large or run the other way
Target sequence (P18054 whole entry, looked up): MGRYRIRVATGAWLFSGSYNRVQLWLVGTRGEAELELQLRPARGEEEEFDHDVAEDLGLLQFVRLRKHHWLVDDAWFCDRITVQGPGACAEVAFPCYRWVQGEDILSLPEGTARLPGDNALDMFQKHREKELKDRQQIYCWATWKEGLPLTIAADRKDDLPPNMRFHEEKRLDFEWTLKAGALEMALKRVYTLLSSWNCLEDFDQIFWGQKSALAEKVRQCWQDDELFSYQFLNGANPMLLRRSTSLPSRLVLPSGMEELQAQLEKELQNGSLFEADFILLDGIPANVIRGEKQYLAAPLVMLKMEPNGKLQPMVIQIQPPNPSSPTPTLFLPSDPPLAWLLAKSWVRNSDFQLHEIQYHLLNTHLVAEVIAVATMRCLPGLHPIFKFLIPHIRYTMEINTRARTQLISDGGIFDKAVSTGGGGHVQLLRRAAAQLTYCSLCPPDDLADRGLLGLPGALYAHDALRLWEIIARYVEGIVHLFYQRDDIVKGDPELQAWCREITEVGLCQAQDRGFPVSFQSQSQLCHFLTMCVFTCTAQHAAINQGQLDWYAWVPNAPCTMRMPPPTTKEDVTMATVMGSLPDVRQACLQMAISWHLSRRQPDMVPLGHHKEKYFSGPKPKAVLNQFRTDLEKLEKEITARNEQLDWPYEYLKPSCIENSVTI
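Purified human 12hLO at 150 nM in 25 mM Hepes, 0.01% Triton X-100, pH 7.0, preincubated 15 min at room temperature with compound. Reaction started with 40 uM arachidonic acid, 30 min at room temperature. Hydroperoxide measured by Fe-xylenol orange, 573/405 nm absorbance ratio.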
Starred values were filed as active, the others as inactive; ? = inconclusive; [ ] = dose if it differs, or a comment. % is set by controls: 0 for no effect and ±100 for the full control effect; potency is the fitted concentration of half-maximal effect. Some of the compounds tested; the hit share may differ from the screen's.

Compound	12-LOX inh
COc1ccc(C(=O)N2CCCC(c3nn(-c4ccc(F)cc4)c(=O)[nH]3)C2)cc1 (stereo unspecified)	-11%
COc1ccc(-c2cn3c(n2)CO[C@@H](CNC2CCOCC2)C3)cc1	26%[176 µM]
O=C(Cn1nc2n(c1=O)CCCC2)Nc1cccc(F)c1	51%[activator]
CCS(=O)(=O)N[C@@H]1CN(C2CCOCC2)C[C@H]1CN(C)C	101%[activator]
COCC(=O)NC1CCC12CCN(C(=O)c1ocnc1C)CC2 (stereo unspecified)	7%
Cc1ccc2c(c1)c(Cn1cnc(-c3ccccc3)c1-c1cnc[nH]1)nn2C	21%
Cc1ccc(C2Cn3nnc(C(=O)N4CCC(C(=O)NCc5ccc(F)cc5F)CC4)c3CO2)cc1 (stereo unspecified)	8%
COc1cccc(C(=O)N2CCn3nnc(CCC(=O)NC4CC4)c3C2)c1	17%

Quoted at random: 5 records from the list
Compound	12-LOX inh
COc1ccc(C(=O)N2CCCC(c3nn(-c4ccc(F)cc4)c(=O)[nH]3)C2)cc1 (stereo unspecified)	-11%
COc1ccc(-c2cn3c(n2)CO[C@@H](CNC2CCOCC2)C3)cc1	26%[176 µM]
CCS(=O)(=O)N[C@@H]1CN(C2CCOCC2)C[C@H]1CN(C)C	101%[activator]
O=C(Cn1nc2n(c1=O)CCCC2)Nc1cccc(F)c1	51%[activator]
COCC(=O)NC1CCC12CCN(C(=O)c1ocnc1C)CC2 (stereo unspecified)	7%

The listing continues:
Compound	12-LOX inh
COCc1ccc2c(c1)c(OC(C)(C)C(=O)NCCCn1ccnc1)nn2Cc1ccccc1	67%[activator]
CC(C)c1ccc(CNC(=O)CCn2ccn3nc4c(c3c2=O)CCCC4)cc1	-4%
CC(=NNc1ccc2ccccc2n1)c1ccccn1	?
O=C(O)CCc1ccccc1	8%[176 µM]
O=C(NCCc1ccc(Cl)cc1)C1CCc2nnc(-c3ccc(Cl)nc3)n21 (stereo unspecified)	2%[6.33 µM]
O=C1NC2(CCN(CC3CC3)CC2)Oc2ccccc21	-3%[176 µM]
COC(=O)CNC(=O)N1CCCCC1c1nc(CCOc2ccc(F)cc2)no1 (stereo unspecified)	37%[activator]
CCN(CC)Cc1nc(C2(O)CCN(Cc3ccccc3)CC2)cs1	49%[activator][176 µM]

(continued)
Compound	12-LOX inh
COc1ccc(C[C@H](NC(=O)C2=C[C@@H](NC(=O)c3ccc(OC)cc3)[C@@H](O)[C@H](O)C2)C(N)=O)cc1	40%[activator]
Cc1cccc(CC(=O)N2CCCC(CN3CCCC3)CC2)c1 (stereo unspecified)	72%[activator]
CC1(c2ccccc2)N(Cc2ccccc2F)C(=O)OC12CCN(Cc1ccc(C#N)cc1)CC2 (stereo unspecified)	?
O=C(O)C1c2ccccc2C(=O)N(Cc2ccccc2)C12CCCC2 (stereo unspecified)	13%
CSCc1noc(CNC(=O)CC(c2ccccc2)c2ccccc2Cl)n1 (stereo unspecified)	1%
COc1ccc(F)c(CN2CCCC3(CCN(C(=O)C4CCCC4)C3)C2)c1 (stereo unspecified)	-15%
Cn1cnc(S(=O)(=O)N2CC(N(Cc3ccccc3)C3CCOCC3)C2)c1	18%
O=[S+]([O-])(c1ccccc1)N1CCCC2(CC(c3ccccn3)=NO2)C1 (stereo unspecified)	0%[6.33 µM]

Additional structures follow:
Compound	12-LOX inh
Cc1cccc(CNC(=O)c2c(C)noc2-c2ccc(C(C)(C)C)cc2)c1	16%
Cn1c(Cn2cccn2)nnc1C1CC(NC(=O)c2ccc(F)cc2)C1 (stereo unspecified)	7%
O=C1N(CC2CC2)CCOC12CCN([S+](=O)([O-])c1ccccc1)CC2	13%[176 µM]
O=C(Nc1ccc2c(c1)OCO2)c1cccc2c1CCN2C(=O)Nc1ccc(F)cc1	1%
Cc1cc(C(=O)N2CCCCCC2c2nnc(-c3ccccc3)o2)n(C)n1 (stereo unspecified)	38%[activator]
CC(C)C1CN(C(=O)c2cccnc2N2CCOCC2)CCC(=O)N1CC1CC1 (stereo unspecified)	66%[activator]
CCn1cc(-c2ccc(OC)cc2)cc1C(=O)N1CCC(C)CC1	5%
O=C(c1nnc(CN2CCC(F)(F)CC2)n1-c1cccnc1)N1CCC[C@@H]1C(c1ccccc1)c1ccccc1	-18%

Remaining list, next part:
Compound	12-LOX inh
O=C(c1ccc2nc[nH]c2c1)N1CCCN(c2cc(-c3ccc(Cl)cc3)[nH]n2)CC1	65%[activator]
O=C(O)CCCC(=O)N1Cc2ccccc2CC2(CCCCN2CCc2ccccc2)C1 (stereo unspecified)	?
COc1ccc(N2CC(C(=O)NCCc3ccc(F)cc3)NC2=O)cc1 (stereo unspecified)	34%
Cc1onc(-c2ccccc2)c1C(=O)N1CCOCC(O)(CN2CCCC2)C1 (stereo unspecified)	25%
COc1cccc(NC(=O)N[C@H]2CCN(C(=O)CSC)[C@@H]2C(=O)N[C@H](Cc2ccccc2)C(N)=O)c1	56%[activator]
O=C(N[C@H](c1cccs1)C1CC(O)C1)c1ccc(N2CCOCC2)cc1 (stereo partly specified)	47%[activator]
CN(C)C[C@@H]1CN(S(C)(=O)=O)C[C@H]1NC(=O)c1cnco1	25%
Cc1cccc(C(=O)N[C@H]2CC[C@@]34CCCN3C(=O)CCC[C@H]4[C@H]2Cc2ccccc2)c1	-12%

Carrying on.
Compound	12-LOX inh
COC1C(=O)N(c2cccc(F)c2)C12CCN(C(=O)C1(c3ccccc3)CC1)CC2 (stereo unspecified)	5%
CN1C(=O)c2cccn2CC1CNC(=O)CCc1nc(-c2ccccc2)no1 (stereo unspecified)	44%[activator]
N#Cc1ccccc1CN1CCC([C@@H]2CNC[C@H]2CO)CC1	1%
CCOCCC(=O)N1CCCC(c2nnc(CN3CCCC3)n2C)C1 (stereo unspecified)	14%
CC(NC(=O)c1ccc(Cn2ccn3nc4c(c3c2=O)CCCC4)cc1)c1ccccc1 (stereo unspecified)	?
CCc1ccc(NC(=O)Cn2nc3n(c2=O)CCCCC3)cc1	-4%
CN1CCCCCC1C(=O)N1CCN(c2ccc(C#N)cn2)CC1 (stereo unspecified)	-13%
Cc1cc(Cn2cc3c4c(cccc42)[C@H](CC(C)C)N[C@H](C(=O)NCc2ccccn2)C3)no1	120%[activator]

(continued)
Compound	12-LOX inh
CC(=C1SC(=S)NC1=O)c1ccc(Cl)c(O)c1	28µM*
COc1ccccc1-c1[nH]nc2ncc(-c3cccc(O)c3)nc12	?
CCOc1ccc(C2Cn3nnc(-c4nc(-c5ccccc5C)no4)c3CO2)cc1 (stereo unspecified)	48%[activator]
Cc1cccc(CNC(=O)c2cc3c(N4CCSCC4)nc(C)cn3n2)c1	8%
CN1CC2(CCN(Cc3cccs3)CC2)CC(c2ccccc2)C1=O (stereo unspecified)	13%
COc1ccc(Nc2cc3c(cn2)CN(C)CCN3)cc1OC	79%[activator][176 µM]
COc1cccc(C(=O)N2CCCC(n3cc(-c4noc(C)n4)nn3)C2)c1 (stereo unspecified)	23%
COCCNc1ncc(-c2cccc(O)c2)c2c1OCC2	1%[176 µM]

Next part; it opens with the three that closed the last part.
Compound	12-LOX inh
COc1ccc(Nc2cc3c(cn2)CN(C)CCN3)cc1OC	79%[activator][176 µM]
COc1cccc(C(=O)N2CCCC(n3cc(-c4noc(C)n4)nn3)C2)c1 (stereo unspecified)	23%
COCCNc1ncc(-c2cccc(O)c2)c2c1OCC2	1%[176 µM]
COC(=O)[C@@H](C)NC(=O)[C@H]1CN(C(=O)c2cccnc2)CCN1C(C)=O	?
NC1(Cc2cc(C(=O)N3CCCCC3)on2)COC1	6%[176 µM]
CC(=O)NCCNC(=O)c1ccc(-c2ncc3cnc(-c4cccc(F)c4)cn23)cc1	-19%[176 µM]
O=C(CCc1nnn2c1CN(C(=O)NCc1ccccc1)CC2)N1CCOCC1	23%
CS(=O)(=O)c1ccc(CNC[C@H]2Cn3ccnc3CO2)cc1	-3%[176 µM]
COC(=O)C1=C(C)N(Cc2cccc(C(F)(F)F)c2)C(=NCc2cc(OC)c(OC)c(OC)c2)NC1c1ccc(Cl)cc1 (stereo unspecified)	?
COc1ccc(-c2nc(C3CC3)nc3c2CCN([S+](=O)([O-])c2cccs2)CC3)cc1	12%[6.33 µM]
Cc1nc(-c2ccccc2OC2CN(C(=O)c3cnn(C)c3)C2)no1	-8%

Following part:
Compound	12-LOX inh
Cc1nn(-c2ccc(F)cc2)c(C)c1[C@@H]1C=C[C@@H](NCc2ccc(C(C)C)cc2)C1	?
COc1ccc(C[C@H](NC(=O)C2=C[C@@H](NC(=O)c3ccc(C)cc3)[C@@H](O)[C@H](O)C2)C(N)=O)cc1	10%
COc1ccc(-c2noc(-c3nc(C)no3)n2)cc1F	40%
O=C(COc1ccccc1)NCC(=O)N1CCCCCNC(=O)CC1c1ccccc1 (stereo unspecified)	26%
O=C(NCc1ccncc1)c1cc(C2CC2)nc2onc(C3CCCN3)c12 (stereo unspecified)	?
COc1ccc(C(=O)N2CCN(C(=O)N3CC4CC(C3)[C@H]3CCCC(=O)N3C4)CC2)cc1 (stereo partly specified)	0%
Cc1cnc(CC2CCN(C(=O)NC(C)C)C2)n1C1CC1 (stereo unspecified)	13%
Cn1cc(C(=O)NC2CC(c3cc(N4CCOCC4)ncn3)C2)cn1 (stereo unspecified)	23%

(listing goes on)
Compound	12-LOX inh
COc1ccc(CCc2nc3nccc(-c4ccc(F)cc4)n3n2)cc1OC	22%
COc1cccc(S(=O)(=O)N2CCCC(CO)CCNC(=O)CC2)c1 (stereo unspecified)	-13%
CS(=O)(=O)N(C1CC1)C1CCOC2(CCN(C(=O)COc3ccc(F)cc3)CC2)C1 (stereo unspecified)	25%
O=C(CCn1cncn1)N1CCc2ncnc(N3CC=CC3)c2CC1	60%[activator]
O=C1NCCCCCCN(C(=O)NCCc2ccccc2)[C@H]2CCCC[C@@H]12	51%[activator]
C#CCNC(=O)c1nc(-c2c(C)cccc2C)c2ccccn12	22%[176 µM]
CC(C)C(=O)Nc1ccc(C2(C(=O)O)CCCCC2)cc1	59%[activator]
COc1ccc(CN2C[C@]3(C=C4CCCCC4n4c(=O)n(-c5ccccc5)c(=O)n43)N(C(=O)OCc3ccccc3)C2=NC(=O)c2ccccc2)c(OC)c1 (stereo partly specified)	50%[activator]

(further entries)
Compound	12-LOX inh
Cc1nc2ccccc2n1CCC(=O)N1CCc2[nH]cnc2C1C(=O)O (stereo unspecified)	87%[activator]
COc1ccc(CN2CCc3nc(C(C)C)nc(-c4ccc(Cl)cc4)c3CC2)cc1	-2%[6.33 µM]
O=c1c2c(CO)c(-c3ccccc3)nn2ccn1CCOc1ccccc1	60%[activator]
O=S(=O)(c1ccccc1)N1CCCc2nc(-c3ccc(Br)cc3)ccc21	?
O=C(c1ccccc1F)N1CCn2c(nn(-c3ccncc3)c2=O)C1	-6%[176 µM]
O=C(c1ccncc1)N1CCC(Nc2cccnc2)C1 (stereo unspecified)	35%
CC(C)CN1C(=O)c2cccn2CC1CNC(=O)C1(c2ccccc2)CC1 (stereo unspecified)	9%
O=C1NCc2ccccc2CC12CCCCN2Cc1ccnc2ccccc12 (stereo unspecified)	?

The results go on:
Compound	12-LOX inh
Cc1ccc(S(=O)(=O)N2CCC([C@@H](C#N)c3ccccc3)CC2)cc1	?
C=CCN1CC2(CCC1=O)CCN(C(=O)CC1CCCCN1C)CC2 (stereo unspecified)	7%
COc1ccc(OC2CN(C(=O)c3ccccc3F)C2)cc1	-2%[6.33 µM]
COc1ccc(N2CCN(C3CCCN(CC=C(C)C)C3)CC2)cc1 (stereo unspecified)	15%
CNC(=O)N1CCC(C2CCN(Cc3ccccc3C#N)C2)CC1 (stereo unspecified)	66%[activator]
O=C(C1CCCCC1)N1CCCC2(CC(c3cccc(C(F)(F)F)c3)=NO2)C1 (stereo unspecified)	0%[6.33 µM]
O=C1c2cc(N3CCOCC3)nc(-c3cccc(CO)c3)c2CN1Cc1ccccc1	-9%[176 µM]
C#CCNC(=O)c1nc(C(C)(C)C)c2cnccn12	1%[12.5 µM]

Later entries.
Compound	12-LOX inh
CCCn1cc(-c2ccnc(NC3CCN(Cc4cccnc4)CC3)n2)c(C)n1	36%[activator]
COc1cc2c(cc1CN1CCN(c3ccc(C#N)cc3)C(=O)C1)CCC2	16%
CC(C)NC(=O)N1Cc2[nH]cnc2C[C@H]1c1nc(-c2ccccc2)no1	-1%[176 µM]
COCCOCC(=O)NCC12CCCC=C1NC(=O)CC2 (stereo unspecified)	33%[activator]
O=C(NCc1cccc(Cl)c1)c1cnc2c(c1)N(C(=O)CCc1ccccc1)CCC2	-2%[176 µM]
CCN1c2cc(C(=O)NCc3ccccc3Cl)ccc2C(=O)N2CCCCCC21 (stereo unspecified)	2%
CC(C)OCCCNC(=O)c1ccc(Cn2ccn3nc4c(c3c2=O)CCCC4)cc1	?
Cc1cccc(C(=O)NCc2nnc3c(-c4nc(C(C)C)no4)cccn23)c1	58%[activator]

Later entries:
Compound	12-LOX inh
CC(C)[C@@H]1NC(=O)[C@H]2C[C@@]3(c4ccccc4)c4ccccc4N[C@H]3N2C1=O	23%
CN(C)c1cc(=O)c2ccnc(-c3cccc(CO)c3)c2o1	0%[176 µM]
Cc1cc(C)c(S(=O)(=O)N2CCCC(Cn3cc(CO)nn3)C2)c(C)c1 (stereo unspecified)	26%
CCn1ncc(N2CCC(NC(=O)c3cccc(N(C)C)c3)CC2)cc1=O	22%
O=C1CC(c2noc(-c3cc(F)ccc3F)n2)CN1c1ccc(F)c(Cl)c1 (stereo unspecified)	15%
